NR1D1 modulator: modulators of Rev-erb alpha DNA binding, primary screen, biochemical, FITC-DNA, fluorescence polarization, uHTS; Nuclear receptor subfamily 1 group D member 1 (Homo sapiens), P20393; Rev-erbα–FITC-DNA binding, 90 min; activity, % at 10 µM; 0.79% of 370,000 active; AID 1259318, 2017;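 active means activity above about 14%, limit read from the data; passing the limit was not always enough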;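 further: 0% = DMSO wells with 35 nM protein and 100% = DMSO wells with 750 nM protein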
DAX1 inh-1: DAX1 (NR0B1) inhibitors, primary screen, cell-based, HEK293, Gal4-DAX1, luciferase luminescence. 0.99% of 340,000 active. AID 504766, 2011. HEK293 Gal4-DAX1 luciferase reporter. Nuclear receptor subfamily 0 group B member 1 (Homo sapiens), P51843. inhibition, % at 6.75 µM;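 active means inhibition above the mean over all tested compounds plus 3 SD, cut at about 4.2% in these data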;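 further: 0% = DAX1-transfected cells with DMSO and 100% = empty-vector control cells with DMSO; inhibition shows as a rise in luminescence from relieved DAX1 repression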
Target sequence (P51843 207-470 limits assumed): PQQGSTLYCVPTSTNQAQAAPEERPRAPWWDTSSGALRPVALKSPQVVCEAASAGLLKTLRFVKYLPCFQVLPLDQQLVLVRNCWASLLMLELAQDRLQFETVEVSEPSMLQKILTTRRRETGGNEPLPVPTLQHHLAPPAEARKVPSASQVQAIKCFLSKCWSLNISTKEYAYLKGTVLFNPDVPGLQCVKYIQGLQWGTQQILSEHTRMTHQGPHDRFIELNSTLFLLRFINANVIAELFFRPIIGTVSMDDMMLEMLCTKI
FXN GAA850 act: FXN promoter activators, primary screen, cell-based, luciferase luminescence, HEK293 lucGAA850; activation, % at 6 µM; HEK293 lucGAA850 FXN promoter luciferase reporter, 24 h; percent of 10 µM SAHA response; AID 540364, 2011; 0.56% of 360,000 active;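 active means activation above the average of all compounds screened plus 3 SD, cutoff fixed separately per campaign, cut at about 7.5% in these data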;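 further: 0% = DMSO wells and 100% = 10 µM SAHA wells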
ssDAF-12 act: S. stercoralis DAF-12 nuclear receptor activators, primary screen, cell-based, luminescence, HEK293, GRIP1 co-expression, lit1-tk-luc. Nuclear hormone receptor DAF-12 (Strongyloides stercoralis). HEK293 ssDAF-12/GRIP1 lit1-tk-luc reporter; % of 3 µM dafachronic acid response. activation, % at 6.8 µM. 1% of 370,000 active. AID 652126, 2013;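 active means activation above the mean over all tested compounds plus 3 SD, cut at about 0.9% in these data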;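 further: 0% = DMSO-only wells and 100% = 3 µM delta7-dafachronic acid wells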
hgDAF-12 ag: H. glycines DAF-12 receptor agonists, primary screen, cell-based, luminescence, HEK293, GAL4 fusion, UAS-luciferase; activation, % at 6.8 µM; 1.8% of 370,000 active; HEK293 GAL4-hgDAF12 UAS-luciferase reporter, agonist luminescence; normalized to butyrate control; Nuclear hormone receptor DAF-12 (Heterodera glycines), GAL4 fusion;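 active means activation above a cutoff set at the mean of all screened compounds plus 3 SD, cut at about 10% in these data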;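 further: 0% = DMSO wells and 100% = sodium butyrate wells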
DAX1 inh-2: DAX1 (NR0B1) inhibitors on StAR promoter, primary screen, cell-based, luminescence, SF-1 (NR5A1), full-length DAX-1 | HEK293T StAR-luciferase reporter, SF-1/DAX-1 repression relief | inhibition, % at 6.8 µM | 1.1% of 370,000 active | AID 652010, 2013;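 active means inhibition above the mean over all tested compounds plus 3 SD, cut at about 3.6% in these data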;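 further: 0% = DAX-1 cells with DMSO and 100% = cells lacking DAX-1 with DMSO; higher inhibition means more luminescence from relief of DAX-1 repression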
SMARCA2 act: SMARCA2 (BRM) function activators, primary screen, cell-based, luminescence, high throughput; 1% of 370,000 active; AID 652017, 2013; MG213 cells, MMTV-luciferase reporter, dexamethasone, overnight; activation, % at 9.1 µM; in the data active means activation above about 7.8%;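 further: 0% = vehicle wells and 100% = reference activator wells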
PG9 binder: binders of HIV-1 gp120 antibody PG9, primary screen, biochemical, TR-FRET. HIV-1 gp120 / PG9 antibody interaction. TR-FRET gp120-PG9 antibody binding. inhibition, % at 6.7 µM. 0.43% of 360,000 active; in the data active means inhibition above about 8.5%
PLCb3 inh: human PLC-beta3 inhibitors, primary screen, biochemical, fluorescence | 1-phosphatidylinositol 4,5-bisphosphate phosphodiesterase beta-3 (Homo sapiens), Q01970 | Purified PLC-beta3, fluorogenic substrate | inhibition, % at 12.2 µM | 0.18% of 370,000 active | AID 720704, 2013; in the data active means inhibition above about 11%;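 further: 0% = median of compound wells on plate and 100% = full blocker control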
hcDAF12 agonist: H. contortus DAF-12 nuclear receptor activators, primary screen, cell-based, luminescence, HEK293, lit1-tk-luc reporter; HEK293 hcDAF-12 lit1-tk-luc reporter; 0% DMSO, 100% Δ7-dafachronic acid; activation, % at 6.8 µM; 1.4% of 370,000 active;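 active means activation above the mean of all tested compounds plus 3 SD, cut at about 5.5% in these data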;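 further: 100% = response to 3 µM Δ7-dafachronic acid high control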
sPLA2-III inh: human group III sPLA2 inhibitors, primary screen, biochemical, QFRET, BODIPY PC-A2 liposome substrate; 0.56% of 370,000 active; QFRET BODIPY PC-A2 liposome hydrolysis, fluorescence; inhibition, % at 12.2 µM;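 active means inhibition above mean plus 3 SD of compounds lying within the high and low control bounds, cut at about 19% in these data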;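 further: 0% = median of test compound wells and 100% = no enzyme DMSO wells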
Target sequence (Q9NZ20 whole entry, looked up): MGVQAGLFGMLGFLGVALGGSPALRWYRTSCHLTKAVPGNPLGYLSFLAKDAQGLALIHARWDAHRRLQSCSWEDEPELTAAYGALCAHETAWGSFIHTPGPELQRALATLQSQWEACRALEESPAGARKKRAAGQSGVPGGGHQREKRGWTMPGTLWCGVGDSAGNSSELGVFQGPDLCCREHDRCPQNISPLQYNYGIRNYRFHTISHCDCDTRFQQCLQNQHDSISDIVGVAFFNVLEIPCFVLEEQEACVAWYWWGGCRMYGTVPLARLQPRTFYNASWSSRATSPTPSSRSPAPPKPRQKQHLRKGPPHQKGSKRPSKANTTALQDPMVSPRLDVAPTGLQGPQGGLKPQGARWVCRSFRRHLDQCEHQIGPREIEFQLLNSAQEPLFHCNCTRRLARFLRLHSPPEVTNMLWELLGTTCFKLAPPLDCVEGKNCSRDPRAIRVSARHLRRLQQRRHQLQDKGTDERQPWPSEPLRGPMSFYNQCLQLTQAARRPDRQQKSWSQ
An asterisk follows results filed as active; i = inactive; x = not tested or not shown. Compounds were not picked by outcome. Share with any hit: about 7%.

nr	compound	NR1D1 modulator	DAX1 inh-1	FXN GAA850 act	ssDAF-12 act	hgDAF-12 ag	DAX1 inh-2	SMARCA2 act	PG9 binder	PLCb3 inh	hcDAF12 agonist	sPLA2-III inh
1	COC(=O)C1C(=O)OC(C)(C)C1C(C)C(=O)c1ccccc1 (centres undefined)	4.4	-0.5	0.4	-1.9	2.1	-0.1	-1.9	1.1	1.2	1.9	9.2
2	N#Cc1c(SCC(=O)OCc2ccccc2)nsc1SCC(=O)OCc1ccccc1	2.0	0.7	1.3	-1.4	-0.7	-0.2	-2.0	0.3	-3.4	-0.6	-64.2
3	O=C1OC(c2ccccc2)(c2ccc3cc(O)ccc3c2)c2ccccc21 (centres undefined)	-6.8	0.2	-0.5	-1.5	0.5	1.2	1.1	-1.8	0.0	-1.9	-59.1
4	O=C(COc1ccc2c3c(c(=O)oc2c1)CCC3)NCC1CCC(C(=O)O)CC1 (centres undefined)	6.6	0.1	1.1	-1.2	-1.5	0.6	0.5	0.1	-1.0	0.0	6.7
5	COc1ccccc1NC(=O)COC(=O)C1CC1	2.8	-0.4	4.0	-1.5	2.2	0.3	-3.1	-2.0	2.6	-0.6	4.8
6	Cc1ccc(N(C(=O)Cc2cccs2)C(C(=O)NC2CCCCC2)c2ccccn2)cc1C (centres undefined)	-1.5	-0.3	13.2*	-1.7	-1.1	-0.6	-2.3	-1.1	1.9	-0.3	-10.1
7	Oc1ccc(N2CCN(C(c3ccncc3)c3nnnn3C3CCCC3)CC2)cc1 (centres undefined)	-1.3	-0.6	3.2	-0.6	-1.9	-0.4	-2.9	-2.9	-2.9	1.6	-5.3
8	COc1cc2c(cc1OC)C(C(=O)N1CCOCC1)C(c1cccs1)N(C)C2=O (centres undefined)	0.1	-0.5	-0.8	-1.4	-0.8	0.0	-2.1	1.3	4.6	1.0	0.8
9	CCCCOCCCNC(=O)C[C@H]1C(=O)N(Cc2ccc(OC)cc2)C2=CCCCC[C@@]21C(=O)OC	-10.3	x	x	-1.1	-3.4	-0.8	-1.8	x	-4.6	-3.4	-14.0
10	CCOC(=O)[C@]12CCC=C1N(Cc1ccc(Cl)cc1Cl)C(=O)[C@H](CC(=O)NCCCOC)C2	6.7	x	x	-1.2	0.7	-0.1	-4.2	-0.8	-2.6	-1.6	4.6
11	CCOc1ccccc1NS(=O)(=O)c1cc2c3c(c1)CC(=O)N3CCC2	-7.4	0.2	0.3	-1.1	-1.3	0.0	-0.9	-3.1	-5.3	-1.2	-35.2
12	COc1ccc(NC(=O)N2Cc3ccccc3CC2C(=O)NC(C)(C)C)cc1 (centres undefined)	4.3	0.9	-1.5	-1.8	2.2	-0.5	1.5	-1.4	2.3	-1.1	1.6
13	Cc1cc2nc(C(C)(C)C)c(Cc3cccc(F)c3)n2c(C)c1Br	2.1	x	x	0.3	1.6	-0.7	1.6	-0.5	-7.3	-0.5	-9.6
14	Cc1ccc(-c2csc(Nc3ccccn3)n2)cc1	-5.7	-2.7	-1.3	2.2*	16.4*	1.5	1.0	-2.2	-3.2	8.2*	-6.2
15	COc1ccc(NC(=O)/C=C/c2ccccc2)cn1	-1.1	0.6	1.4	-0.6	11.9*	2.2	3.5	-1.5	-3.3	8.5*	3.2
16	CC(=NNc1nc2ccccc2s1)c1ccncn1	-3.4	-5.7	-15.0	-1.1	-5.1	-5.3	-4.4	-1.8	-35.8	0.3	6.1
17	COc1ccc(OC2C(=O)N(CCc3ccc(OC)c(OC)c3)C2c2ccc3c(c2)OCO3)cc1 (centres undefined)	7.7	-1.8	-4.0	-2.3	-3.1	-1.6	-2.5	1.0	2.2	-3.3	-18.1
18	COc1cccc2[nH]c3c(N4CCC(C(N)=O)CC4)ncnc3c12	-2.5	0.8	1.7	-1.5	1.4	0.5	2.2	-2.4	-486.1	-1.0	3.2
19	O=C(Nc1nnc(C2CCCCC2)s1)C1CC(=O)N(c2ccccc2)C1 (centres undefined)	-2.0	0.5	-2.1	-1.0	1.1	0.2	1.3	-0.3	-7.7	-0.8	2.6
20	O=C(CSc1nnc(NC(=O)C2CC2)s1)Nc1ccc2c(c1)OCCO2	-2.7	-0.6	1.3	-0.8	-1.3	1.3	-2.2	0.2	-9.7	-0.2	-4.3
21	CCOC(=O)CSc1nnc(NC(=O)CCc2ccccc2)s1	1.6	1.4	2.6	-1.1	-1.1	0.0	-1.8	-0.6	-3.0	2.3	-4.7
22	COc1cccc(OCc2cc(C(=O)N3CCN(C(=O)c4ccco4)CC3)no2)c1	4.5	0.9	2.7	-0.6	9.0	0.8	5.8	-3.8	-7.0	1.2	-5.8
23	CCCc1nnc(SCC(=O)N2CCOCC2)n1CCCOC	2.7	1.3	1.3	-0.9	-0.9	-0.4	-2.6	-2.2	0.6	-0.6	4.9
24	Cc1ccc(C(c2nnnn2Cc2cccs2)N2CCN(Cc3ccc4c(c3)OCO4)CC2)cc1 (centres undefined)	0.7	-0.7	-3.3	-0.8	3.4	-0.3	0.8	-0.7	3.2	0.0	-9.1
25	CC(=O)O[C@H]1C(=O)[C@@]2(C)[C@H]([C@H](OC(=O)c3ccccc3)[C@]3(O)C[C@H](OC(=O)[C@H](O)C(NC(=O)c4ccccc4)c4ccccc4)C(C)=C1C3(C)C)[C@]1(OC(C)=O)CO[C@@H]1C[C@@H]2O (some centres undefined)	0.3	-0.7	-9.5	-0.6	-0.8	-3.0	1.6	-1.8	1.4	-0.1	-14.9

Entries of single compounds, looked up by structure. Screens in order: NR1D1 modulator, DAX1 inh-1, FXN GAA850 act, ssDAF-12 act, hgDAF-12 ag, DAX1 inh-2, SMARCA2 act, PG9 binder, PLCb3 inh, hcDAF12 agonist, sPLA2-III inh
`COc1ccccc1NC(=O)COC(=O)C1CC1` in the list: 2.8, -0.4, 4.0, -1.5, 2.2, 0.3, -3.1, -2.0, 2.6, -0.6, 4.8
`COC(=O)C1C(=O)OC(C)(C)C1C(C)C(=O)c1ccccc1` (centres undefined) in the list: 4.4, -0.5, 0.4, -1.9, 2.1, -0.1, -1.9, 1.1, 1.2, 1.9, 9.2

Further records follow:
nr	compound	NR1D1 modulator	DAX1 inh-1	FXN GAA850 act	ssDAF-12 act	hgDAF-12 ag	DAX1 inh-2	SMARCA2 act	PG9 binder	PLCb3 inh	hcDAF12 agonist	sPLA2-III inh
26	COc1cccc(S(=O)(=O)N(C)C[C@@H]2Oc3cc(C#CCN(C)C)ccc3S(=O)(=O)N([C@H](C)CO)C[C@@H]2C)c1	-0.9	-0.1	-0.1	-1.0	6.0	-1.4	1.8	-0.5	-4.8	1.1	-6.7
27	COc1cc(C2CC(=O)Nc3c2c(=O)nc2c(C)cccn32)cc(OC)c1OC (centres undefined)	-2.2	-0.2	2.6	-0.7	2.6	-0.2	-0.4	-2.2	-26.6	-0.8	0.0
28	Cc1ccc(S(=O)(=O)N2CCN(S(=O)(=O)N3CCC(C)CC3)CC2)c(C)c1	2.6	0.7	0.1	-1.2	2.0	0.7	4.3	-1.1	1.0	0.0	0.2
29	CN1/C(=C\C(=O)COC(=O)c2ccc(O)cc2)C(C)(C)c2ccccc21	-1.7	0.7	2.5	-1.6	0.1	-0.1	-6.5	3.0	-93.3	-3.4	-22.2
30	COc1cc(-c2nc3ccc(C)cn3c2NCc2ccccc2)ccc1-c1cccc(Cl)c1	2.1	0.7	0.0	-1.2	2.1	0.6	-0.4	2.3	i	-1.1	2.3
31	COc1ccc(NC(C)C(=O)Nc2cccc(S(=O)(=O)N3CCOCC3)c2)cc1OC (centres undefined)	0.9	-1.9	1.3	-1.3	-4.8	-4.4	-3.9	-3.6	-6.7	-3.1	7.2
32	C=CCN1C(=O)c2cccc3c(Br)ccc(c23)C1=O	1.4	0.3	1.1	-1.1	2.1	-0.2	2.6	2.2	-5.1	-1.5	3.9
33	CNc1nnc(-c2ccc(N(C)C)cc2)s1	1.9	-2.4	-1.2	-0.3	10.9*	5.8*	4.1	-10.8	i	3.6	-3.7
34	COc1ccc(C2SCC(=O)N2c2ccc(OC)cc2)cc1 (centres undefined)	10.1	1.0	1.7	-0.2	-2.2	0.1	-2.1	-1.8	-5.0	-1.4	3.4
35	Cc1ccc(S(=O)(=O)N2CC3C(=O)C[C@@H](c4ccccc4)N(S(=O)(=O)c4ccccc4Cl)C3CC2c2ccccc2)cc1 (some centres undefined)	1.7	x	x	-1.6	-1.1	-2.4	-1.5	0.1	1.6	-1.8	-9.1
36	Cc1ccc(C(=O)N/C(=C\c2ccco2)C(=O)N2CCCCC2)cc1	0.4	-0.6	0.9	-1.0	0.7	0.0	-0.8	-1.4	-16.2	0.4	-10.1
37	Cc1ccc2cc(C#N)c(SCC(=O)N3CCCC3)nc2c1	-2.3	-0.3	4.7	-1.4	4.0	0.6	2.0	0.5	-7.1	-0.6	-2.4
38	CCOC(CNC(=O)C1CCN(S(=O)(=O)c2ccc3nc4c(c(C(=O)O)c3c2)CCCCC4)CC1)OCC	-7.8	0.4	0.9	-0.5	1.8	-1.3	-2.4	0.8	-10.4	0.4	4.5

Compound activity deposited in PubChem BioAssay by several laboratories.
